Gli-Sufu antag = Gli-Sufu pathway antagonism; inhibition, % at 5 µM; 340,000 compounds, 0.74% hits; Sufu-KO-LIGHT fibroblasts, Gli luciferase reporter luminescence;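 active means inhibition above about 55%, limit read from the data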;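 further: 0% = DMSO-treated cells and 100% = wells with medium but no cells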
EBI2 antag = antagonists of human EBI2 receptor. P32249. EBI2 beta-arrestin recruitment, luminescence, 7a,25-OHC stimulated. inhibition, % at 5 µM. 360,000 compounds, 0.81% hits. AID 651636; in the data active means inhibition above about 38%;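 further: enzyme fragment complementation signal reports receptor beta-arrestin coupling in cells; 0% = agonist plus DMSO wells and 100% = wells without agonist; some results beyond the cut were filed as inactive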
CCR6 antagonist = CCR6 (human) receptor antagonism. P51684. CHO-K1 CCR6 PathHunter beta-arrestin, luminescence, CCL20-stimulated. inhibition, % at 20 µM. 340,000 compounds, 0.49% hits;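 active means compounds whose inhibition of the agonist-driven luminescence signal at 20 µM reaches about 50%, limit read from the data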;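 further: cells stimulated with CCL20 at 14 nM final; plate controls were DMSO with CCL20 for no effect and DMSO without agonist for full effect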
Target sequence (P51684 whole entry, looked up): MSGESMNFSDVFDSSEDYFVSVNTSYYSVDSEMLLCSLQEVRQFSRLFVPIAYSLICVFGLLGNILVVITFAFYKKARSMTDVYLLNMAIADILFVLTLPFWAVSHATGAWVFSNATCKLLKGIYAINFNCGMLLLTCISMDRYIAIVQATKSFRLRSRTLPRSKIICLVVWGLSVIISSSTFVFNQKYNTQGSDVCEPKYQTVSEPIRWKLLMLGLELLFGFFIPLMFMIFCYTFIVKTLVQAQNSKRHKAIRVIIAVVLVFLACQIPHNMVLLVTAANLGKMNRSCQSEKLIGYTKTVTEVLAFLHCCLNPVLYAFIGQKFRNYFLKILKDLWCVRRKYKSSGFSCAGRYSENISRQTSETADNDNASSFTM
APJ antagonist = blocks the human apelin receptor APJ | 330,000 compounds, 0.32% hits | AID 2521 | CHO-K1 APJ beta-arrestin complementation, luminescence | inhibition, % at 20 µM;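 active means inhibition above about 40% at 20 µM, limit read from the data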;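 further: cells challenged with 10 nM apelin-13 agonist together with compound; plate controls were apelin-13 plus DMSO wells for no effect and DMSO wells lacking apelin-13 for full effect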
CXCR6 inh = blocks human CXCR6 beta-arrestin recruitment; O00574; CHO-K1 PathHunter CXCR6 beta-arrestin, luminescence; inhibition, % at 20 µM; 360,000 compounds, 0.36% hits; in the data active means inhibition above about 34%, passing the limit was not always enough;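 further: antagonist mode with CXCL16 agonist at 10 nM final; 0% = 10 nM CXCL16 with DMSO and 100% = unstimulated wells without agonist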
Target sequence (O00574 whole entry, looked up): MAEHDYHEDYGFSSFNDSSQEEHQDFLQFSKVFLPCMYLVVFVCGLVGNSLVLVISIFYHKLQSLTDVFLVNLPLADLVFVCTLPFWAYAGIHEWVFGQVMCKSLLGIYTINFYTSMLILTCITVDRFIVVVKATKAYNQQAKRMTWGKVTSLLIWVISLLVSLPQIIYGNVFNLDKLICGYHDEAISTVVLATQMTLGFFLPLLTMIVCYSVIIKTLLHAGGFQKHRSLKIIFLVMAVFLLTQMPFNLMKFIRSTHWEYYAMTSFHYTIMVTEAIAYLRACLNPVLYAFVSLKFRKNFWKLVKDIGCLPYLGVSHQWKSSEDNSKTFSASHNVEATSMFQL
APJ agonist = activates the human apelin receptor APJ; P35414; CHO-K1 APJ PathHunter beta-arrestin, luminescence; 0% DMSO wells, 100% apelin; activation, % at 20 µM; 330,000 compounds, 0.11% hits;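 active means activation more than six SD over the plate average, tested at 20 µM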;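 further: 0% = DMSO alone and 100% = apelin-13 at 10 nM; some results filed as inactive read as strong as hits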
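Assay system: engineered CHO-K1 APJ arrestin reporter cells; Amount: 1000 CHO-K1 reporter cells seeded per well; Dosing: one dose, 20 µM compound, 1% DMSO; Times: compound stimulation 90 min at 25 °C, detection 60 min; Measured by: luminescent beta-gal fragment complementation, chemiluminescent substrate; Read-out: APJ–arrestin association signal; Controls: DMSO vs Apelin-13 10 nM.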
UBC13 inh = human UBC13 polyubiquitination inhibition; P61088; UBC13 polyubiquitin chain formation, TR-FRET; inhibition, % at 20 µM; 330,000 compounds, 0.47% hits; AID 485273; in the data active means inhibition above about 45%, passing the limit was not always enough
Target sequence (P61088 whole entry, looked up): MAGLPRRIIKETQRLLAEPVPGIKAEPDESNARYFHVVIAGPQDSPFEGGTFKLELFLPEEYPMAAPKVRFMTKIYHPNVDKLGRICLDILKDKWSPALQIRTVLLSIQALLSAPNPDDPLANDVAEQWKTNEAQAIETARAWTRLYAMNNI
ATG4B inh = ATG4B (human) cysteine protease inhibition; ATG4B cleavage of LC3-PLA2, NBD-HPC fluorescence, 1 h; inhibition, % at 8.33 µM; 340,000 compounds, 0.51% hits; in the data active means inhibition above about 40%
Numbers without * were called inactive; i = inactive; x = no result given; & = joins results of further samples.

SMILES	Gli-Sufu antag	EBI2 antag	CCR6 antagonist	APJ antagonist	CXCR6 inh	APJ agonist	UBC13 inh	ATG4B inh
O=C(c1ccco1)C12CN3CN(CN(C3)C1)C2	0	3	0	3	2	-4	-2	1
CCOc1cc2c(cc1OCC)-n1cccc1C(c1ccc(OC)c(O)c1)NC2 (centres undefined)	1	-3	-5	-5	-15	-5	10	4
O=C1NC(=O)N(Cc2ccc(F)cc2)C(=O)/C1=C\c1ccc([N+](=O)[O-])s1	-3	9	22	-3	15	-2	-48	12
COc1cccc(-n2c(/C=C/c3ccc(O)c(O)c3)nc3ccccc3c2=O)c1	11	0	23	4	20	-3	-18	5
CN(C)c1ccc(C=C2C(=O)NC(=O)NC2=O)cc1[N+](=O)[O-]	-4	-5	13	5	7	-1	-28	-2
N=c1sc2c(n1Cc1ccccc1)CCCC2	-7	1	9	-3	-4	-1	-1	-7
Cc1cc(C(=O)CS(=O)c2ccc(F)cc2)cc(C)c1OC(=O)N(C)C (centres undefined)	-16	-22	-3	-2	5	-1	-2	13
C=C(CO)CC1CC(O)[C@]2(C)OC3CC4OC5C[C@]6(C)O[C@]7(C)CCC8OC9C[C@]%10(C)OC%11C(C)=CC(=O)OC%11CC%10OC9C[C@@H](C)C8OC7CC6O[C@]5(C)C/C=C\C4OC3CC2O1 (some centres undefined)	11	-3	-4	-79	-6	0	-5	-7
Cc1nn(Cc2ccccc2)c(C)c1C(=O)NCc1ccccc1F	-1	2	2	4	0	-2	-4	2
N#CCCn1cc(C(=O)Nc2ccccc2Cl)c(-c2ccc(F)cc2)n1	-22	-1	8	8	20	-4	-4	-8
O=[N+]([O-])c1ccc(N2CCCC2)c2ccncc12	2	2	8	-33	1	-1	i	1
CC1=NCCc2c1[nH]c1ccccc21	3	-2	-5	-5	-6	-2	8	-26

Copied from the list:
In CXCR6 inh, O=[N+]([O-])c1ccc(N2CCCC2)c2ccncc12 shows 1
In UBC13 inh, COc1cccc(-n2c(/C=C/c3ccc(O)c(O)c3)nc3ccccc3c2=O)c1 shows -18
In Gli-Sufu antag, N#CCCn1cc(C(=O)Nc2ccccc2Cl)c(-c2ccc(F)cc2)n1 shows -22

(more compounds)
SMILES	Gli-Sufu antag	EBI2 antag	CCR6 antagonist	APJ antagonist	CXCR6 inh	APJ agonist	UBC13 inh	ATG4B inh
CN1CCC2(CC1)CC(NC=O)c1ccccc1O2 (centres undefined)	5	1	6	-4	-4	-2	-7	-5
CCCC(C)C(=O)NC1CCSC1=O (centres undefined)	-1	3	-7	-7	0	-1	8	1
CCC1(c2ccc(N)cc2)CCC(=O)NC1=O (centres undefined)	5	4	11	2	4	0	-1	0
O=P1(c2ccccc2)Nc2ccccc2N1c1ccccc1 (centres undefined)	10	-2	8	x	0	x	x	1
Cc1cccc(N=C2c3cc([N+](=O)[O-])ccc3-c3c2cc([N+](=O)[O-])cc3[N+](=O)[O-])c1	9	2	42	x	-10	x	x	0
CC(=O)OC1(c2ccc(C)cc2)CN2CCC1c1ccccc12 (centres undefined)	1	5	7	-22	-2	-1	-6	-1
Cc1ccsc1CNCCc1ccccc1F	4	2	11	1	-1	-5	6	-7
COc1ccc(NC(=S)NC(NC(=O)CF)C(Cl)(Cl)Cl)c([N+](=O)[O-])c1 (centres undefined)	13	-11	-22	20	-6	-4	2	7
COCCN1C(=O)NC(=O)/C(=C\c2ccc(Br)cc2)C1=O	-4	-4	4	7	-4	-2	-16	6
CCCCCOc1ccc(C)cc1CN(CCCl)CCCl	26	x	15	15	x	-2	15	12
Cc1cc(/C=C2\C(=O)NC(=O)N(c3ccc(Cl)cc3)C2=O)c(C)n1C	-2	-1	18	8	13	0	-10	-2
O=C1C2CCCN2C(c2cccnc2)N1c1nccs1 (centres undefined)	32	-4	-2	1	-7	-4	4	-3
Cc1cc(/C=C2\C(=O)NC(=O)N(Cc3ccccc3)C2=O)c(C)n1-c1ccc(Cl)c(C(=O)O)c1	2	-15	11	3	4	-1	-6	13
COc1ccccc1/C=C1\C(=O)NC(=S)N(c2ccccc2)C1=O	-4	1	6	-21	-7	-5	10	-4
Clc1ccccc1C1NCc2ccccc2-n2cccc21 (centres undefined)	-2	-2	13	20	4	-4	14	6
Cc1ccc(-c2cc(-c3ccccc3)cc(-c3ccccc3)[n+]2-c2ccccc2)cc1	90*	5	-23	-3	-2	27	16	36
CCCCn1c(O)c(C(C)=NCc2cc(OC)cc(OC)c2)c(=O)[nH]c1=O	6	-18	-37	0	2	-4	8	-11
NC(C(=O)O)c1cc(=O)[nH]o1 (centres undefined)	0	0	9	9	2	3	-14	7
COc1ccccc1CN1CCCC(C(=O)c2ccccc2OC)C1 (centres undefined)	30	-6	13	21	2	-4	4	1
FC(F)=C(F)CCSc1ncn[nH]1	3	-2	-8	9	3	-3	10	0
CNc1cc(N2CCN(C)CC2)ccc1[N+](=O)[O-]	2	3	2	-1	-2	-6	-62	-2
CC(=O)N(C1=NCCCS1)c1ccccc1Cl	4	5	5	6	9	-4	16	0
Cc1ccc(OCC(=O)N2CCN(Cc3ccc4c(c3)OCO4)CC2)cc1C	5	71*	-3	0	-3	-3	-1	-8
CCCCn1c(O)c(C(C)=NCCCN(CC)CC)c(=O)[nH]c1=O	10	3	1	7	-6	-5	-8	-6
CC(NCc1ccccc1Cl)C(O)c1ccccc1 (centres undefined)	-1	-2	7	20	-5	-2	5	10
CSc1ccccc1C(=O)C1CCCN(Cc2ccncc2)C1 (centres undefined)	-3	-1	7	-8	-4	-1	1	-5
Cc1cc(/C=C2/C(=O)NC(=O)N(C)C2=O)c(C)n1-c1ccccc1	25	-1	10	19	6	0	-1	9
CCc1nc(N2CCNCC2)c(C#N)c2c1CSC(C)(C)C2	14	17	-5	11	8	12	-5	-8
CCn1c(O)c(C=Nc2cc(Cl)ccc2Cl)c(=O)n(CC)c1=O	-1	-5	7	-1	-2	-4	2	3
CCc1ccc(-n2c(O)c(C(C)=O)c(=O)[nH]c2=O)cc1 (tested in a mixture with another compound)	7	-6	6	7	-5	-1	2	3
COCCNC(=O)Cn1cc(/C=C2\C(=O)NC(=O)N(c3ccccc3F)C2=O)c2ccccc21	-3	-1	2	-7	8	-1	-4	5
C[C@H]1C/C=C/[C@H]2[C@H](O)[C@H](C)[C@@](C)(O)[C@H]3[C@H](Cc4ccccc4)NC(=O)[C@]32[C@H](O)/C=C/[C@](C)(O)C1	-9	-10	4	9	-5	-1	3	-26
CCOC(=O)c1sc(/N=C/c2c(O)n(-c3ccccc3)c(=O)[nH]c2=O)c(C#N)c1C	1	-2	7	8	9	2	-10	5
COC(=O)C1=C(C(=O)OC)C2OC1c1cc3ccccc3cc12	7	31	109*	x	85*	x	x	-13
C=CCn1c(O)c(C(=O)CCCCCC)c(=O)[nH]c1=O	5	3	-19	15	-4	-2	-10	-3
CCOC(=O)c1ccc(N=C(CC)c2c(O)n(C)c(=O)n(C)c2=O)cc1	-8	8	3	-3	-5	-3	6	-3
CN(C)P(=S)(Nc1ccccc1)C(Cl)(Cl)Cl (centres undefined)	2	14	49	2	-8	-1	6	4
COc1ccc(C[C@@H]2c3cc(O)c(OC)cc3CCN2C)cc1O	4	-7	4	-15	-3	2	6	3
CC(C)c1ccc(N2C(=O)NC(=O)/C(=C\C=C\c3ccco3)C2=O)cc1	4	x	22	-17	x	10	-30	4
COc1ccc(CN2CCCC(C(=O)c3cccc(Cl)c3)C2)cc1 (centres undefined)	2	0	14	8	-2	-1	4	18
O=C1CN=C(c2ccccc2)c2cc([N+](=O)[O-])ccc2N1	-10	-3	5	8	1	-3	4	12
NNCc1ccccc1	-4	7&3	1	x	-11&-2	x	x	2
O=c1[nH]c(=S)n(C2CC2)c(O)c1C=NCC1CCCO1 (centres undefined)	-3	-12	1	0	4	-2	-3	-6
CC(=O)c1ccc(-c2ccccc2)cc1	-48	-4	-8	-5	3	-1	5	-9
COc1ccc(/C=C/C(=O)NC(=S)N2C[C@H]3C[C@H](C2)c2cccc(=O)n2C3)cc1OC	2	-3	2	-15	2	-3	-25	-2
O=C(CNC(=O)OCc1ccccc1)Nc1ccc(Br)cc1C(=O)c1ccccc1Cl	7	7	17	5	3	-4	3	-2
CC(=O)c1cccc(NC(=O)N2C[C@H]3C[C@@H](C2)c2cccc(=O)n2C3)c1	2	-6	-2	-66	-11	0	-8	-17
COC(=O)C1=Nc2ccccc2/C1=C\c1c(O)n(-c2ccc(Br)cc2)c(=O)[nH]c1=O	7	-1	2	x	-2	x	x	28
CCOC(=O)C1C(=O)NC2(C)CC1c1cc(OC)ccc1O2 (centres undefined)	-6	2	-2	4	6	-4	-1	-4
COC(=O)C1=C(c2cccc(OCc3ccccc3)c2)C[C@@H]2CC[C@H]1N2C(=O)NCc1ccc(C(C)(C)C)cc1	20	14	9	5	12	-4	-7	0
O=c1[nH]c(=S)n(C2CC2)c(O)c1C=NCCc1ccccc1	-2	x	12	2	x	2	4	7
CCCCn1c(=O)c(C(=O)NCc2ccccc2Cl)c(O)c2ccccc21	3	8	15	-7	1	-2	8	-1
CNCC(O)c1ccc(O)cc1 (centres undefined)	-3	1	-8	11	4	-3	4	-10
C#C[C@]1(O)CCC2C3C(=O)C=C4C=CCC[C@]4(C)C3CC[C@@]21C (some centres undefined)	-3	-2	-6	x	-4	x	x	-10
CC12CCC(=O)C=C1CCC1C2CCC2(C)C(O)CCC12 (centres undefined)	1	6	-3	-17	2	-2	2	-2
CCn1nc(-c2cccs2)nc2c(=O)n(C)c(=O)nc1-2	x	26	100*	x	13	x	x	86*
O=[N+]([O-])c1ccc(C2C3C(c4ccccc4)=NC4(CCCCC4)N32)cc1 (centres undefined)	28	7	4	12	1	0	-6	1
CN1CCN(c2ccc(S(=O)(=O)C(F)(F)F)cc2[N+](=O)[O-])CC1	36	-1	3	-12	0	1	11	1
Cc1ccc2c(c1)cc1c(=O)n(CC(=O)N3CCC4(CC3)OCCO4)nc(C)n12	12	3	1	-23	-2	-1	-10	0
ClC1C(Cl)C(Cl)C(Cl)C(Cl)C1Cl (centres undefined)	-3&-10	0&3	1&15	-1	3&-9	-1	-6	0&8

Other results:
SMILES	Gli-Sufu antag	EBI2 antag	CCR6 antagonist	APJ antagonist	CXCR6 inh	APJ agonist	UBC13 inh	ATG4B inh
CN1CCN(/N=C/c2c(O)n(CCC3=CCCCC3)c(=S)[nH]c2=O)CC1	35	2	19	0	2	3	-2	-3
Cc1nc2ccccc2n1C1CCN(Cc2nnnn2CCc2ccccc2)CC1	10	6	15	-19	-6	-4	-1	-12
Cc1cc(OCC(=O)N[C@@H](Cc2ccccc2)C(=O)O)c2c3c(c(=O)oc2c1)CCC3	2	-7	7	2	2	-3	4	2
Cn1cccc1/C=C1/C(=O)NC(=O)N(Cc2ccccc2)C1=O	53	-11	12	11	-8	4	-2	-4
O=c1[nH]cc(COCC(F)(F)C(F)(F)C(F)(F)F)c(=O)[nH]1	-3	-8	7	4	3	-4	-1	-8
COC(=O)C1=C(c2ccc(Cl)c(C(F)(F)F)c2)C[C@@H]2CC[C@H]1N2C(=O)NC1CC1	9	-1	13	8	4	-4	2	-2
Cc1ccc(Cn2ccccc2=N)cc1	6	9	-3	x	-6	x	x	7
O=C(CN1CCCC1)Nc1ccc(Cl)cc1C(=O)c1ccccc1	10	-4	-1	17	12	-4	16	3
CCn1c(O)c(C=NCCN2CCOCC2)c(=O)[nH]c1=S	6	-7	-5	-2	14	3	-2	6

Complete entries, quoted from the list.
Record of `CN1CCN(/N=C/c2c(O)n(CCC3=CCCCC3)c(=S)[nH]c2=O)CC1` = Gli-Sufu antag: 35; EBI2 antag: 2; CCR6 antagonist: 19; APJ antagonist: 0; CXCR6 inh: 2; APJ agonist: 3; UBC13 inh: -2; ATG4B inh: -3
Record of `Cc1ccc(Cn2ccccc2=N)cc1` = Gli-Sufu antag: 6; EBI2 antag: 9; CCR6 antagonist: -3; APJ antagonist: x; CXCR6 inh: -6; APJ agonist: x; UBC13 inh: x; ATG4B inh: 7

An excerpt; count on the stated rates, not on these rows.
